Giardia kill = Small Molecules that selectively kill Giardia lamblia: qHTS; Giardia lamblia trophozoite viability; activity change, % at 7.66 µM, hits read low; actives 0.15% (n = 340,000); in the data active = activity change below about -80%; inconclusive = between about -30% and that limit;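 also: parasites exposed to compound for two days anaerobically before the ATP read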
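ATP-content bioluminescence gauges trophozoite survival. Cells (100/well) receive compound and incubate anaerobically for 48 hrs at 37 deg C; detection reagent follows for 15-30 min at room temperature.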
KCNH2 3.1 block = qHTS for Inhibitors of KCHN2 3.1: Mutant qHTS | activity change, % (tested at about 1.8 µM) | U2OS KCNH2 3.1, thallium flux FluxOr; stronger effect = lower value | Potassium voltage-gated channel subfamily H member 2, brain isoform KCNH2 3.1 (human) | AID 720553, 2013 | actives 0.95% (n = 340,000);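 active = maximum activity change below -70%; inconclusive = maximum activity change from -70% to -50%; inactive = maximum activity change above -50%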;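 also: thallium influx rate constant from kinetic fluorescence after stimulation buffer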
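We transduce U2OS cells with the mutant 3.1 virus, culture them overnight, load FluxOr with Red40 quencher for 45 min, then add stimulation buffer and read kinetically for 2 min to derive a normalized rate constant.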
GALK inhibitor = qHTS Assay for Inhibitors of Human Galactokinase (GALK) | Potency, µM (series often up to 57.5 µM), for inactives: top-dose activity change, negative = inhibition, most hits filed as inhibitors | Purified GALK, Kinase-Glo residual ATP luminescence | P51570 | AID 1868, 2009 | actives 0.007% (n = 270,000); also: potency is read from the fitted curve at half-maximal effect
Target sequence (P51570 whole entry, looked up): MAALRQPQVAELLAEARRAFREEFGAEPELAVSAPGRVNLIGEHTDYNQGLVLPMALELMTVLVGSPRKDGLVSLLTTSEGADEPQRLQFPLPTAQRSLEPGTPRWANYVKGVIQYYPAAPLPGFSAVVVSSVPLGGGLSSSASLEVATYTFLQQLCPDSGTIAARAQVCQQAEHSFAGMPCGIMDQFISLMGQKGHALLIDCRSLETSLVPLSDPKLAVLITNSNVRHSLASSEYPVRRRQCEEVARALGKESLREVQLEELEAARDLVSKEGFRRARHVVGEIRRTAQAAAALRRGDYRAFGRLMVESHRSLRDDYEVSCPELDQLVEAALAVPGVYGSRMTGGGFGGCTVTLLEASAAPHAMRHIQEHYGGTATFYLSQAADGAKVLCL
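Human GALK (5 nM) with 35 uM ATP and 100 uM galactose in 20 mM HEPES pH 8.0, 5 mM MgCl2, 60 mM NaCl, 1 mM DTT, 0.01% BSA. After 1 h at room temperature, leftover ATP was read by Kinase-Glo Plus luminescence.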
B2AR arrestin = qHTS assay of beta-arrestin-biased ligands of beta2-adrenergic receptor; Potency, µM (top dose mostly 46.1 µM), for inactives: at the top dose activation, most hits filed as activators; beta-arrestin recruitment to beta2AR, cell-based reporter; actives 0.02% (n = 330,000);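 also: potency is read from the fitted curve at half-maximal effect; 0% = DMSO controls and full agonism = EC100 isoproterenol or metaproterenol; nearly all actives have a fitted effect of over 65% in size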
uPA surface inh = qHTS for Inhibitors of Cell Surface uPA Generation | AID 540303, 2011 | actives 0.31% (n = 330,000) | Potency, µM (top dose mostly 38.3 µM), for inactives: at the top dose activity change, negative = inhibition, actives largely listed as inhibitors | cell surface uPA generation assay, qHTS; active = well fitted inhibition curve with a large enough effect; inconclusive = small, poorly fitted or top-dose-only effect; inactive = no such curve, though single readings can be large or run the other way; tested in mouse RAW 264.7 cells; also: potency is read from the fitted curve at half-maximal effect; nearly all actives have a fitted effect of over 55% in size
USP2a inh = qHTS Assay for Inhibitors of Ubiquitin-specific Protease USP2a Using CHOP2 as the Reporter; AID 463254, 2010; Ubiquitin carboxyl-terminal hydrolase 2 (Homo sapiens), O75604; USP2 core, Ub-CHOP2 coupled fluorogenic reporter, 485/531; Potency, µM (titrated, usually from 38.3 µM), without a hit: at the highest dose activity change, negative = inhibition, usual class: inhibitors; actives 0.01% (n = 330,000);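 also: potency is read from the fitted curve at half-maximal effect; plate controls were DMSO wells for no effect and full inhibition by NEM control for full effect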
Target sequence (O75604 whole entry, looked up): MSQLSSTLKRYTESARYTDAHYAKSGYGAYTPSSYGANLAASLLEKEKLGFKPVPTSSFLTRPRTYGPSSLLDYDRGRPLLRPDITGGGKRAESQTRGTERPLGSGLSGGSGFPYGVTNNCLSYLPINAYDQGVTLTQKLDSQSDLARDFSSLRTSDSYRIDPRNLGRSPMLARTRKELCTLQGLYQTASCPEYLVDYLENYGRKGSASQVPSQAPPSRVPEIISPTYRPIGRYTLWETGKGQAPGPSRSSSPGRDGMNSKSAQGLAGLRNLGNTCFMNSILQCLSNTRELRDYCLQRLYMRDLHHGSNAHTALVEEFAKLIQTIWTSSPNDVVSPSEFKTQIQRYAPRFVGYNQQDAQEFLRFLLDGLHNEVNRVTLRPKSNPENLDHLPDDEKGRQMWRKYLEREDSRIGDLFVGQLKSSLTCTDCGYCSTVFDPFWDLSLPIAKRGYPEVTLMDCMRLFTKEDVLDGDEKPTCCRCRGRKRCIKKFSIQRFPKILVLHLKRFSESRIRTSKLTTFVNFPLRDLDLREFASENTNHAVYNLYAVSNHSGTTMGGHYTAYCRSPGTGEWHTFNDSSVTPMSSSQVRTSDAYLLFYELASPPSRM
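Cell-free coupled assay: 10nM USP2 core preincubated 30min RT with compound in Tris-HCl pH 8.0/CaCl2/CHAPS buffer, then 25nM Ub-CHOP2 and 25nM reporter substrate; fluorescence (Ex 485/Em 531) read after 60min RT, normalized to NEM inhibition, concentration-response curves fitted.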
Eya2 inh = qHTS Assay for Inhibitors of the Phosphatase Activity of Eya2. Protein phosphatase EYA2 (Homo sapiens), O00167. recombinant Eya2, OMFP fluorescence dephosphorylation (OMFP is methylfluorescein phosphate). Potency, µM (titrated, usually from 76.9 µM), inactives show at the top dose activity, negative = inhibition, usual class: inhibitors. actives 0.006% (n = 330,000). AID 488837, 2010; also: potency is read from the fitted curve at half-maximal effect
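Eya2 (0.2 uM) preincubated 10 min at ambient with compound, then OMFP substrate added at 50 uM; 10 min reaction in 50 mM HEPES pH 7.5, 50 mM NaCl, 5 uM MgCl2, 0.05% BSA, 1 mM DTT. Fluorescence read at Ex 485/Em 525 nm.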
KCNH2 WT inh = qHTS for Inhibitors of KCHN2 3.1: Wildtype qHTS; activity change, % at 1.84 µM; actives 0.37% (n = 340,000); U2OS, BacMam KCNH2, thallium flux FluxOr; stronger effect = lower value;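 active = maximum activity change below -70%; inconclusive = maximum activity change between -70% and -50%; inactive = maximum activity change above -50%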
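U2OS cells transduced with wild-type KCNH2 virus are loaded with FluxOr dye for 45 min, and thallium flux is measured in kinetic reads before and after stimulation buffer. Rate constants are normalized to DMSO controls.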
Coupling enz = qHTS Assay for Inhibitors of Fructose-1,6-bisphosphate Aldolase from Giardia Lamblia: Coupling assay counterscreen; actives 0.67% (n = 290,000); coupling enzyme system counterscreen, AmpLite Red fluorescence; activity change, negative = inhibition, % at 58.2 µM, hits read low; AID 2472, 2010; in the data active = activity change below about -30%
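First, compound is pin-transferred into glyceraldehyde-3-phosphate coupling-enzyme reagent at 57.5 uM final and held 10 min at RT. Next, substrate, coupling system and AmpLite Red are added. After 20 min RT, fluorescence (525/598 nm) is read.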
PKM2 activator = qHTS Assay for Activators of Human Muscle isoform 2 Pyruvate Kinase; actives 0.34% (n = 260,000); purified PKM2, Kinase-Glo ATP luminescence, activation; response scale: 0% is enzyme alone, no compound; AID 1631, 2009; Pyruvate kinase PKM (Homo sapiens), P14618; Potency, µM (titrated, usually from 57.5 µM), for inactives: top-dose activation, hits mostly activators; also: potency is read from the fitted curve at half-maximal effect; nearly all actives have a fitted effect of over 55% in size
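ATP formation by purified human PK-M2, quantified via coupled luciferase luminescence after 1 h at room temperature with 0.1 mM ADP and 0.5 mM PEP final.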
BCR signal inh = qHTS Assay to Find Inhibitors of Chronic Active B-Cell Receptor Signaling; actives 0.05% (n = 340,000); Potency, µM (titrated, usually from 46.1 µM), inactives show at the top dose ratio change, negative = lower green/red ratio, actives largely listed as inhibitors; ABC-DLBCL IkBa-CBG/CBR reporter, luminescence ratio, 4 h; active = well fitted inhibition curve with a large enough effect in the signal ratio, with a control signal flat, not every such curve was filed as active; inconclusive = small, poorly fitted or top-dose-only effect, or effect the other way, or a change in a side signal; the % refers to the signal ratio;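 also: potency is read from the fitted curve at half-maximal effect; plate controls were basal doxycycline-induced cells for no effect and cells given 10 µM MG132 for full effect; MG132 reads +100%, hits lower the ratio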
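Doxycycline induced both beetle luciferases in TMD8 lymphoma cells; IKK-driven degradation limits the IkappaBalpha-fused green signal, while red luminescence normalises for cell number and nonspecific effects. Compounds tested up to 46 uM, 4 hrs.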
Numbers without * were called inactive; ? = inconclusive; . = no result given; [ ] = another dose, or the depositor's remark. Unless noted, calls follow the shape of the dose curve; as a rule, active = well fitted curve in the direction sought with a large enough effect; inconclusive = small, poorly fitted or top-dose-only effect, or another doubt; inactive = no such curve, though single readings can be large; an effect the other way counts as inactive or inconclusive. Unless noted, % is scaled to controls: 0 for no effect and ±100 for the full control effect. Hits appear at their usual frequency; overall some 2.4% were active at least once.

SMILES	Giardia kill	KCNH2 3.1 block	GALK inhibitor	B2AR arrestin	uPA surface inh	USP2a inh	Eya2 inh	KCNH2 WT inh	Coupling enz	PKM2 activator	BCR signal inh
O=C(Nc1cccc(C(F)(F)F)c1)c1cc(Br)cc2c1OCC2	-4	-12	.	-0.6%	3%	5%	-3%	-2	-1	-2%	?
O=C(CCC(=O)OCc1ccc([N+](=O)[O-])cc1Cl)Nc1ccccc1	-5	.	3%	0.1%	-4%	2%	-17%	7	.	3%	2%
O=C(CS(=O)(=O)c1ccccc1)Nc1nc2ccccc2s1	3	-15	6%	?	-15%	1%	-6%	-6	5	0%	2%
Cc1ccc(Oc2nnc(-c3cccs3)c3ccccc23)cc1C	-7	-4	0%	-0.6%	-2%	0%	3%	20	3	5%	0%
CC(C)(C)OC(=O)C[C@H]1C/C=C\C[C@H](CC(=O)N(CCO)Cc2ccccc2)C(=O)N[C@@H](Cc2ccccc2)COC1=O	25	-1	.	3.8%	-4%	2%	10%	-3	.	.	5%
CCN1/C(=C/C=C/C=C/C=C/c2sc3ccccc3[n+]2CC)Sc2ccccc21	31[activator]	-13	12%	-0.3%	?	3%	14%	-5	-5	.	-2%
CCN1CCN(S(=O)(=O)c2ccc(-c3cc(C)no3)s2)CC1	1	-4	-1%	0.4%	1%	2%	3%	-15	.	.	2%
N#Cc1c(N)n(-c2ccccc2)c(=O)c2cc([N+](=O)[O-])ccc12	14	-4	3%	0.0%	-3%	2%	-16%	0	4	2%	1%
COc1cccc(/C=C/C(=O)OCC(=O)NCCCc2ccccc2)c1OC	-14	-2	.	-0.2%	5%	6%	7%	-10	.	.	0%
Cn1nc(C(C)(C)C)cc1C(=O)NNC(=O)c1ccc(C(F)(F)F)cc1	11	18	.	-0.8%	-25%	-2%	?	4	5	0%	7%
Cc1c2c(nc3ccccc13)CCC(C(C)(C)C)C2 (configuration not stated)	-12	-16	5%	-1.0%	-2%	-5%	-10%	-4	-1	-10%	5%
COc1ccc(CNC(=O)Cn2ncn3cccc3c2=O)cc1	.	.	6%	0.2%	.	-3%	-22%	.	-1	-11%	4%
CCCCn1c(N)c(N(CCOC)C(=O)c2ccc(-c3ccc([N+](=O)[O-])cc3)o2)c(=O)[nH]c1=O	5	-1	4%	0.4%	0%	-1%	4%	72	.	0%	-1%
Cc1cc(/C=N\NC(=O)COc2cccc3cccnc23)c(C)n1-c1ccc(Br)cc1	28	-5	3%	2.3%	-3%	1%	-5%	6	1	5%	0%
O=C(COC(=O)c1cc(=O)[nH]c(=O)[nH]1)Nc1cccc(Cl)c1	3	-15	.	-0.4%	1%	1%	3%	-18	.	.	-2%
O=C(CNS(=O)(=O)c1ccccc1)N/N=C/c1ccccc1[N+](=O)[O-]	-8	17	.	-0.7%	4%	5%	-3%	-1	-1	.	-2%
CSc1cccc(NC(=S)N(CCC(C)C)C(C)c2ccncc2)c1 (configuration not stated)	12	-2	-2%	-0.5%	-4%	9%	-4%	-2	0	0%	-2%
CC(=O)c1ccc(OCCCC(=O)Nc2ccc(C)c(S(=O)(=O)N(C)C)c2)cc1	26	0	1%	-1.4%	4%	4%	-10%	9	2	5%	?
C=C(C)Cn1c(=S)[nH]c2ccccc2c1=O	-13	8	-1%	.	-3%	.	.	2	1	-2%	.
CC(C)Cn1c(N)c(C(=O)COC(=O)c2cccnc2Cl)c(=O)n(C)c1=O	14	2	-1%	0.1%	-12%	12%	11%	-4	2	-1%	?
Cc1c(C(=O)N2CCCCC2C)sc2ncnc(N3CCc4ccccc4C3)c12 (configuration not stated)	2	9	-1%	-0.1%	5%	-1%	-9%	-2	0	-1%	?
O=c1cc(-c2cccc(Br)c2)nc(-c2ccccc2F)o1	-9	10	-5%	-0.6%	-2%	3%	1%	-3	10	-2%	2%
O=C(O)c1ccc(N/N=C/c2ccc(-c3ccc(Br)cc3)o2)cc1	-5	0	-4%	-0.3%	-2%	2%	0%	-4	6	1%	.
Cc1cc(C)n(-c2nc(-n3nc(C)cc3C)c3c4c(sc3n2)COC(C)(C)C4)n1	.	.	-1%	?	.	1%	-16%	.	-2	-1%	?
Cc1ccc(S(=O)(=O)/N=C(/c2ccc(F)cc2)N(C)C)cc1	-13	2	2%	0.5%	-1%	-5%	8%	-5	1	.	-2%
O=c1ccc2ccc(OCc3nnc(-c4ccccc4Br)o3)cc2o1	-10	6	1%	-1.2%	0%	0%	4%	-6	2	1%	-1%
CCCC[C@@H]1C=C(C(=O)O)[C@H](c2ccc(C#N)cc2)N1S(=O)(=O)c1ccc(C)cc1	-7	-3	.	-0.1%	6%	-6%	-33%	-4	.	.	-5%
CCOc1ccccc1C(=O)NC1CCNCC1	-13	-3	5%	-0.5%	19%	2%	-1%	6	0	0%	1%
Cc1cc(C)nc(Nc2cccc3ccccc23)n1	26	-14	4%	0.1%	-4%	1%	-9%	-9	-1	-1%	-1%
Cc1ccc(S(=O)(=O)N2CCC(C(=O)Nc3ccc4c(c3)OCO4)CC2)cc1	10	-12	1%	0.0%	2%	2%	-3%	0	-5	0%	4%

Three entries picked at random from the list so far:
SMILES	Giardia kill	KCNH2 3.1 block	GALK inhibitor	B2AR arrestin	uPA surface inh	USP2a inh	Eya2 inh	KCNH2 WT inh	Coupling enz	PKM2 activator	BCR signal inh
CCCC[C@@H]1C=C(C(=O)O)[C@H](c2ccc(C#N)cc2)N1S(=O)(=O)c1ccc(C)cc1	-7	-3	.	-0.1%	6%	-6%	-33%	-4	.	.	-5%
CC(=O)c1ccc(OCCCC(=O)Nc2ccc(C)c(S(=O)(=O)N(C)C)c2)cc1	26	0	1%	-1.4%	4%	4%	-10%	9	2	5%	?
Cc1cc(C)n(-c2nc(-n3nc(C)cc3C)c3c4c(sc3n2)COC(C)(C)C4)n1	.	.	-1%	?	.	1%	-16%	.	-2	-1%	?

3 entries already listed, ordered by the value under uPA surface inh, smallest number first:
molecule	GALK inhibitor	B2AR arrestin	uPA surface inh	Eya2 inh	PKM2 activator
Cc1cc(C)nc(Nc2cccc3ccccc23)n1	4%	0.1%	-4%	-9%	-1%
CCCC[C@@H]1C=C(C(=O)O)[C@H](c2ccc(C#N)cc2)N1S(=O)(=O)c1ccc(C)cc1	.	-0.1%	6%	-33%	.
CCOc1ccccc1C(=O)NC1CCNCC1	5%	-0.5%	19%	-1%	0%

Next results follow:
SMILES	Giardia kill	KCNH2 3.1 block	GALK inhibitor	B2AR arrestin	uPA surface inh	USP2a inh	Eya2 inh	KCNH2 WT inh	Coupling enz	PKM2 activator	BCR signal inh
CONC(=O)c1cc(OCC(F)(F)F)ccc1OCC(F)(F)F	-5	-2	2%	-1.9%	7%	-4%	7%	-3	0	-3%	5%
O=C(Nc1ccsc1C(=O)O)c1cccc(Oc2ccccc2)c1	?	-12	-2%	0.0%	-13%	3%	6%	13	6	.	4%
CC1(C)Cc2c(C#N)c(OCC(=O)c3ccc(Cl)cc3)nc(-c3ccco3)c2CO1	-14	0	1%	-0.4%	-3%	0%	-8%	-6	3	8%	?
CCOC(=O)NC(=O)/C(C#N)=C(/C)N(C)C	-18	3	1%	-0.2%	3%	10%	13%	-1	0	0%	-12%
CCOC(=O)c1sc(NC(=O)C(CC)Sc2nnc3c4ccccc4n(CC)c3n2)nc1C (configuration not stated)	-3	0	0%	-0.6%	-1%	0%	2%	-28	2	-15%	-12%
CN(C(=O)COC(=O)c1cc([N+](=O)[O-])ccc1Sc1ccccc1)C1CCS(=O)(=O)C1 (configuration not stated)	10	-3	0%	0.3%	-7%	-1%	-9%	1	-5	-3%	-12%
Cc1ccc(NC(=O)CSc2nnc(-c3ccccn3)n2N)cc1F	-5	-1	-2%	-0.8%	9%	1%	16%	-2	-1	-3%	6%
COc1ccccc1-n1c(SCC(=O)OC(C)C)nc2cccnc21	0	14	0%	0.2%	-10%	0%	-4%	4	-2	5%	?

Screening results as filed in PubChem BioAssay.
